Screens (PubChem BioAssay)
GRIN3A LBD mod – modulates the human NR3A ligand-binding domain | NR3A LBD differential scanning fluorimetry, Tm shift; 0% = protein alone, 100% = glycine-bound protein | Tm shift relative to glycine control, % at 25 µM | hit rate 2.5% among 340,000;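 active means melting temperature shift of at least 10% of the positive control shift, at one fixed dose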
HKDC1 inhibitor – HKDC1 (human) hexokinase inhibition; Q2TB90; recombinant HKDC1, G6PDH/diaphorase resazurin coupled fluorescence; inhibition, % at 20 µM; hit rate 0.16% among 340,000; AID 493160;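 active means inhibition above about 35% when tested at 20 µM, limit read from the data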;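 further: plate controls were DMSO wells with enzyme for no effect and DMSO wells lacking enzyme for full effect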
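System: Recombinant HKDC1 hexokinase | Amount: HKDC1 at 5 µg/mL | Reagent: Glucose with 1 mM ATP | Doses: Single 20 µM dose | Incubation: Reaction time 90 min, room temperature, protected from light | Signal: Coupled resazurin fluorescence, excitation 525 nm, emission 613 nm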
SENP8 inh – SENP8 (human) protease inhibition; Q96LD8; recombinant SENP8, Nedd8 substrate fluorescence; inhibition, % at 20 µM; hit rate 0.64% among 360,000; AID 602440; in the data active means inhibition mostly above about 40%, no sharp cut-off; inactive means mostly below about 27%
Target sequence (Q96LD8 whole entry, looked up): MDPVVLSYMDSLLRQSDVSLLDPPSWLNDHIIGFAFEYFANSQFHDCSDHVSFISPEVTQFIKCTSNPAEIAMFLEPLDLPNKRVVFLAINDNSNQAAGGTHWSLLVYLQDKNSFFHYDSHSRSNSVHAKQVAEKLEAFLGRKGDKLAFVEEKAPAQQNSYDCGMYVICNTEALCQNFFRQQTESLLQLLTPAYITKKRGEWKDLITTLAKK
PfGluPho inh – PfG6PD (Plasmodium falciparum) enzyme inhibition | PfGluPho enzyme, NADPH resazurin-diaphorase fluorescence | inhibition, % at 20 µM | hit rate 0.78% among 350,000;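 active means inhibition reaching at least a set limit at 20 µM in the primary screen, cut at about 59% in these data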;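 further: 0% = DMSO wells with substrate and 100% = DMSO wells lacking glucose-6-phosphate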
SENP7 inh – SENP7 protease inhibition; hit rate 1.5% among 330,000; inhibition, % at 5 µM; recombinant SENP7, Z-RLRGG-aminoluciferin luminescence, 40 min; AID 434973; Q9BQF6;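 active means inhibition above about 50% at the single test dose, limit read from the data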;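 further: plate controls were DMSO with enzyme for no effect and no enzyme buffer wells for full effect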
Target sequence (Q9BQF6 706-1050 limits assumed): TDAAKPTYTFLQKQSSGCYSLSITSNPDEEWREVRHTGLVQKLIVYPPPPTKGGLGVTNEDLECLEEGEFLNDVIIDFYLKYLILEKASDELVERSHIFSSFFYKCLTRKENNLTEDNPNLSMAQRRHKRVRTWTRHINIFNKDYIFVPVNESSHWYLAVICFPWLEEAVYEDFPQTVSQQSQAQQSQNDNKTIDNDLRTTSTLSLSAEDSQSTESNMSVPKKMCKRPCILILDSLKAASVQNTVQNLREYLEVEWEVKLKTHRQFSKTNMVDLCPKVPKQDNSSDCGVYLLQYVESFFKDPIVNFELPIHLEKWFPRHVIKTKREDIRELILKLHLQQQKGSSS
SENP6 block – inhibitors of human SENP6 protease; Q9GZR1; Recombinant SENP6 catalytic domain, aminoluciferin luminescence; inhibition, % at 10 µM; hit rate 1.8% among 330,000; AID 2599;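 active means inhibition above about 50% at the single tested dose, limit read from the data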;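 further: plate controls were DMSO wells with enzyme for no effect and DMSO wells lacking enzyme for full effect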
MPTP block – permeability transition pore inhibition; hit rate 1.4% among 360,000; inhibition, % at 10 µM; isolated mouse mitochondria, Ca2+ swelling absorbance, 30 min;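 active means inhibition of 50% or more, scaled per plate between neutral and stimulator controls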;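 further: 0% = DMSO wells given calcium and 100% = 1 mM EGTA wells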
ATG4B inh – inhibitors of human ATG4B cysteine protease; Q9Y4P1; ATG4B cleavage of LC3-PLA2, NBD-HPC fluorescence, 1 h; inhibition, % at 8.33 µM; hit rate 0.51% among 340,000; AID 504462; in the data active means inhibition above about 40%
Target sequence (Q9Y4P1 whole entry, looked up): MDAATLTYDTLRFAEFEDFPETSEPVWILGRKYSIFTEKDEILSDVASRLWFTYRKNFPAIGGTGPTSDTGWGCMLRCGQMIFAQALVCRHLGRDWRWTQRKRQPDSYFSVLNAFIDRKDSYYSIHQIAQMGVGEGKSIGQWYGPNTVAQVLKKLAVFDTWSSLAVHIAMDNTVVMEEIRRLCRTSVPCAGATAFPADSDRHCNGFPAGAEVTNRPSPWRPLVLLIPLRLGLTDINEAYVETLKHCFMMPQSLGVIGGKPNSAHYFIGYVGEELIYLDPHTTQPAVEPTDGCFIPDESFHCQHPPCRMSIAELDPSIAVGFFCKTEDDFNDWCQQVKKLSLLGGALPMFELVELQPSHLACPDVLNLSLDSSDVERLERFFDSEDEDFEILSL
* marks the source's active call; other numbers are inactive results; x = not tested or not shown. Compounds were not picked by outcome; about 6.9% have a hit in one of these screens.

Sample of the layout (four entries):
Short keys: A = GRIN3A LBD mod; B = HKDC1 inhibitor; C = SENP8 inh; D = PfGluPho inh; E = SENP7 inh; F = SENP6 block; G = MPTP block; H = ATG4B inh
CCOc1ccccc1NC(=O)C(=O)CC(=O)c1ccc(OC)cc1
  A: -3; B: -13; C: 13; D: -27; E: -1; F: -4; G: 5.5; H: 0
O=C(COc1cc2oc(=O)cc(-c3ccccc3)c2cc1Cl)NCc1ccccn1
  A: -2; B: 3; C: -60; D: -1; E: -9; F: -4; G: -0.7; H: -3
COc1nc(Nc2ccc(O)cc2)nc(OC(C(F)(F)F)C(F)(F)F)n1
  A: -1; B: 5; C: 11; D: 15; E: 3; F: 6; G: 1.4; H: 3
COc1cccc(N(CC(=O)Nc2ccc3c(c2)OCO3)S(=O)(=O)c2ccccc2)c1
  A: -10; B: 5; C: 1; D: 26; E: 6; F: 3; G: 3.3; H: -13

All compounds of this part, from the start:
Short keys: A = GRIN3A LBD mod; B = HKDC1 inhibitor; C = SENP8 inh; D = PfGluPho inh; E = SENP7 inh; F = SENP6 block; G = MPTP block; H = ATG4B inh
CCOc1ccccc1NC(=O)C(=O)CC(=O)c1ccc(OC)cc1
  A: -3; B: -13; C: 13; D: -27; E: -1; F: -4; G: 5.5; H: 0
O=C(COc1cc2oc(=O)cc(-c3ccccc3)c2cc1Cl)NCc1ccccn1
  A: -2; B: 3; C: -60; D: -1; E: -9; F: -4; G: -0.7; H: -3
COc1nc(Nc2ccc(O)cc2)nc(OC(C(F)(F)F)C(F)(F)F)n1
  A: -1; B: 5; C: 11; D: 15; E: 3; F: 6; G: 1.4; H: 3
COc1cccc(N(CC(=O)Nc2ccc3c(c2)OCO3)S(=O)(=O)c2ccccc2)c1
  A: -10; B: 5; C: 1; D: 26; E: 6; F: 3; G: 3.3; H: -13
O=C(O)CN=C1NC2(CCCC2)Cc2ccccc21
  A: -1; B: 0; C: 13; D: 2; E: 4; F: -4; G: -0.6; H: -1
O=C(NCCS(=O)(=O)N1CCN(c2cccc(Cl)c2)CC1)C1CCCC1
  A: 0; B: -5; C: 6; D: 3; E: -4; F: -17; G: -0.1; H: -7
CCOc1cc(S(=O)(=O)N(CC)CC)ccc1Cl
  A: 0; B: 8; C: 9; D: -22; E: 3; F: -6; G: -1.7; H: 9
Cc1cc(C)c(C2=NOC3C4CCC(C4)C23)c(C)c1 (stereo unspecified)
  A: 0; B: -9; C: 17; D: 1; E: 1; F: 5; G: 0.6; H: 1
COc1ccc(NC(=O)Nn2cnnc2)cc1OC
  A: 1; B: -3; C: -2; D: 1; E: 8; F: -14; G: 0.6; H: -5
COc1cc(C2/C(=C(\O)c3ccc4c(c3)CC(C)O4)C(=O)C(=O)N2Cc2ccco2)ccc1O (stereo unspecified)
  A: 4; B: 4; C: -4; D: -17; E: 2; F: -12; G: 1.2; H: -8
COc1cccc(C(=O)CC(=O)C(=O)Nc2cc(OC)ccc2OC)c1
  A: -5; B: 5; C: 26; D: -34; E: 5; F: -9; G: 3.2; H: -5
COc1ccc(NC(=O)CSc2nnc3ccc(-c4cccnc4)nn23)c(OC)c1
  A: -1; B: 12; C: 16; D: 8; E: 15; F: -11; G: -1.6; H: -10
CC1Oc2ccccc2N(CC(=O)N2CCCC2)C1=O (stereo unspecified)
  A: 0; B: -4; C: 5; D: 21; E: 1; F: -4; G: -0.3; H: -5
CC(=O)N(c1ccc2oc(=O)sc2c1)S(=O)(=O)c1ccc(C(=O)O)cc1
  A: 0; B: -15; C: 2; D: 19; E: 8; F: 5; G: 0.5; H: 1
O=C(NC1CCN(S(=O)(=O)c2cccc(Cl)c2)CC1)C1CCCCC1
  A: 0; B: 3; C: 16; D: -17; E: -6; F: -5; G: -0.8; H: 6

The list goes on; it opens with the two that closed the last part.
Short keys: A = GRIN3A LBD mod; B = HKDC1 inhibitor; C = SENP8 inh; D = PfGluPho inh; E = SENP7 inh; F = SENP6 block; G = MPTP block; H = ATG4B inh
CC(=O)N(c1ccc2oc(=O)sc2c1)S(=O)(=O)c1ccc(C(=O)O)cc1
  A: 0; B: -15; C: 2; D: 19; E: 8; F: 5; G: 0.5; H: 1
O=C(NC1CCN(S(=O)(=O)c2cccc(Cl)c2)CC1)C1CCCCC1
  A: 0; B: 3; C: 16; D: -17; E: -6; F: -5; G: -0.8; H: 6
COc1cccc(Nc2nc3cc(OC)ccc3cc2C#N)c1
  A: -1; B: 1; C: -112; D: 0; E: 1; F: 0; G: 1.0; H: 0
Cc1cc2cc(CNC(=O)Cc3cccs3)ccc2n1C
  A: -4; B: 9; C: -61; D: -3; E: -5; F: 7; G: 0.6; H: 5
N#C/C(=C\c1ccccc1)C(=O)NNS(=O)(=O)c1ccc(Br)cc1
  A: -2; B: 5; C: 6; D: -24; E: 2; F: 2; G: 3.5; H: -1
COc1ccc(C2=CC(=O)C[C@H](CN3C(=O)c4ccccc4C3=O)N(C(=O)OC(C)(C)C)O2)cc1
  A: -1; B: 3; C: -145; D: 17; E: x; F: x; G: 0.3; H: 2
O=C1CN(c2ccccc2)C(=O)N1
  A: 0; B: -1; C: 17; D: 8; E: 14; F: -10; G: 1.6; H: -4
O=C(C/C=N\OCc1ccc([N+](=O)[O-])cc1)Nc1ccc(Cl)cc1
  A: -17; B: -4; C: 12; D: -4; E: 7; F: -10; G: 0.5; H: -12
O=c1nc(SCc2ccc(Cl)cc2)nc(-c2ccccc2)[nH]1
  A: -12; B: 2; C: 10; D: -8; E: 1; F: 0; G: 4.6; H: 10
O=C(NCc1ccc2c(c1)OCO2)c1c(O)c2cccc3c2n(c1=O)CCC3
  A: -3; B: -5; C: -64; D: -29; E: -8; F: -3; G: 18; H: -4
CCOC(=O)C1CCCN(C(=O)C2CCN(S(=O)(=O)c3cnc[nH]3)CC2)C1 (stereo unspecified)
  A: -1; B: -6; C: 18; D: -29; E: 5; F: -1; G: -0.3; H: -3
N#C/C(=C\c1ccc(-c2cccc(C(F)(F)F)c2)o1)C(=O)Nn1cnnc1
  A: -6; B: -1; C: -9; D: -16; E: 1; F: -5; G: 2.7; H: 8
O=C(COC(=O)c1cccc(S(=O)(=O)N2CCc3ccccc32)c1)NC1CCS(=O)(=O)C1 (stereo unspecified)
  A: 0; B: 9; C: 7; D: 4; E: 3; F: -8; G: -1.8; H: 9
CC(C(=O)NC1CCCc2ccccc21)N1CCN(Cc2ccc3c(c2)OCO3)CC1 (stereo unspecified)
  A: -3; B: -3; C: 22; D: -17; E: 5; F: -4; G: 1.0; H: 0
O=c1[nH]nc(CNc2ccc(Cl)cc2Cl)c2ccccc12
  A: -1; B: 16; C: -14; D: -9; E: -10; F: -9; G: 2.8; H: 5
FC(F)(F)c1cccc(-c2nnc3ccc(C(F)(F)F)cn23)c1
  A: -1; B: 0; C: 2; D: -6; E: -4; F: 4; G: 3.2; H: 5
Cc1cc(N(CC(=O)NC(C)C)S(C)(=O)=O)ccc1Br
  A: -2; B: -9; C: 22; D: -15; E: -1; F: -9; G: 0.1; H: -3

Later entries:
Short keys: A = GRIN3A LBD mod; B = HKDC1 inhibitor; C = SENP8 inh; D = PfGluPho inh; E = SENP7 inh; F = SENP6 block; G = MPTP block; H = ATG4B inh
Cc1ccc(N=Cc2cc(Cc3ccccc3Cl)cc([N+](=O)[O-])c2O)c(O)c1
  A: -4; B: 30; C: 52*; D: 58; E: -8; F: 17; G: 84*; H: 92*
COc1ccc(-n2c(SCC(N)=O)nnc2-c2ccco2)cc1
  A: -1; B: -6; C: 1; D: 7; E: -2; F: 10; G: 0.4; H: 1
Cc1cc(F)ccc1S(=O)(=O)NCC(c1cccnc1)N1CCc2ccccc21 (stereo unspecified)
  A: 2; B: -5; C: 10; D: 6; E: 8; F: -13; G: 0.9; H: -2
CCOc1ccc(N2C(=O)CSC2=NC#N)cc1
  A: 1; B: -2; C: 4; D: 1; E: -9; F: -19; G: 0.4; H: -6
Nc1nc(CCl)nc(Nc2ccc3ccccc3c2)n1
  A: 2; B: 12; C: 6; D: 12; E: x; F: x; G: 0.9; H: -1
O=C(O)c1ccc2c(=O)n(-c3ccccc3)c(=S)[nH]c2c1
  A: 0; B: 84*; C: -89; D: 29; E: 11; F: -21; G: 0.4; H: 5
COc1ccccc1OCCNC(=O)CCC(=O)N1CCOCC1
  A: 2; B: -3; C: 24; D: -13; E: 10; F: -13; G: -0.3; H: 2
Cc1ccc(NC(=O)c2cnc3ccccc3n2)cc1C
  A: 0; B: -7; C: 25; D: 5; E: 38; F: 30; G: 0.7; H: -4
C=CCNC(=O)CN(c1cc(Cl)ccc1OC)S(=O)(=O)c1ccc(C)c([N+](=O)[O-])c1
  A: 1; B: -2; C: 8; D: -8; E: 6; F: -5; G: 4.1; H: -7
COC(=O)CNC(=O)C1CCCN1C(=O)CNC(=O)OC(C)(C)C (stereo unspecified)
  A: -3; B: -8; C: 24; D: 5; E: 4; F: 2; G: -0.1; H: 6
CCCCOc1ccc(C(=O)NCC(=O)NCc2ccccn2)cc1
  A: -3; B: 2; C: -12; D: 6; E: 2; F: -6; G: 0.2; H: 6
Cc1ccc(NC(=O)C2CCN(S(=O)(=O)c3cccnc3)CC2)cc1C
  A: 0; B: -3; C: 12; D: 8; E: 0; F: -3; G: -1.4; H: -8
COC(=O)Cn1c(=NC(=O)CSC(C)=O)sc2ccccc21
  A: 7; B: -1; C: 0; D: 17; E: -7; F: 20; G: -2.0; H: -3
Cc1cnc(CNC(=O)CC2C(=O)NCCN2Cc2ccccc2F)cn1 (stereo unspecified)
  A: -2; B: -1; C: -18; D: -4; E: 4; F: 6; G: -0.7; H: -6
CC(C(=O)Nc1ccccn1)c1ccccc1 (stereo unspecified)
  A: 1; B: -3; C: 6; D: -14; E: -4; F: 10; G: -0.6; H: -5

Additional structures follow.
Short keys: A = GRIN3A LBD mod; B = HKDC1 inhibitor; C = SENP8 inh; D = PfGluPho inh; E = SENP7 inh; F = SENP6 block; G = MPTP block; H = ATG4B inh
O=C(CCc1nnc2ccc(NCc3ccc(Cl)cc3)nn12)NC1CCCCC1
  A: 1; B: -7; C: -12; D: -5; E: -7; F: 7; G: -3.4; H: -5
Cc1ncc(CC(=O)n2cc(C(=O)c3cc(F)ccc3O)cn2)s1
  A: 1; B: 18; C: -88; D: -14; E: 4; F: -1; G: 0.5; H: 41*
CC(=O)c1cc2c(C)c(C(=O)c3ccccc3)oc2cc1O
  A: 2; B: -5; C: 16; D: -4; E: -11; F: -4; G: 3.5; H: 40*
CCCCN1CC(=O)N2[C@H]3c4cc(Cl)ccc4OC[C@@H]3[C@H](c3ccccc3)[C@]2(C)C1=O
  A: -4; B: 8; C: 11; D: -4; E: 8; F: 0; G: 2.9; H: -6
CC1Cc2ccccc2N1CC(=O)Nc1ccc(S(=O)(=O)N(C)C)cc1 (stereo unspecified)
  A: 0; B: 4; C: -25; D: -2; E: 1; F: 1; G: 1.6; H: -10
Cc1ccc2c(c1)N(CC(=O)NCCCN1CCCCC1C)C(=O)c1cccnc1O2 (stereo unspecified)
  A: -1; B: -6; C: 10; D: -6; E: 1; F: -2; G: -1.5; H: 2
c1ccc(Oc2nc(-c3cccnc3)nc3ccccc23)cc1
  A: -1; B: 1; C: -21; D: -2; E: -1; F: -7; G: 2.0; H: 4
